p53 reactivation = qHTS assay for re-activators of p53 using a Luc reporter; H1299 p53-A138V BP100-luciferase reporter, luminescence, 24 h; Potency, µM (titrated, usually from 92.2 µM), inactives show top-dose activity change, positive = activation, actives largely listed as activators; 320,000 compounds, 0.063% hits; note: potency is the fitted concentration of half-maximal effect; % of control where 0% means no effect; nearly all actives have a fitted effect of over 45% in size
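p53-null H1299 cells stably carrying temperature-sensitive p53-A138V and a BP100-luciferase reporter were pinned with compounds (4-point, 1:5 series) and held 24 hrs at 37 deg C. Luminescence was read 10 min after detection reagent.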
ELG1 genotox = qHTS screen for small molecules that induce genotoxicity in human embryonic kidney (HEK293T) cells expressing luciferase-tagged ELG1 | 330,000 compounds, 1.3% hits | Potency, µM (series often up to 46 µM), without a hit: at the highest dose activity change, positive = activation, usual class: activators | HEK293T ELG1-luciferase reporter, luminescence, 16 h; note: potency is the fitted concentration of half-maximal effect; % of control where 0% means no effect; nearly all actives have a fitted effect of over 60% in size
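Genotoxic stress is detected as increased luminescence from luciferase-tagged ELG1 in HEK293T cells, measured with ONE-Glo after a 16 hr treatment at 37 °C.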
TRPV1 agonist = HTS Assay for Compounds that Act as Agonists of the Vanilloid Receptor 1 | TRPV1-expressing cells, Fluo-8 calcium influx, agonist mode | activation, % at 8.33 µM | 320,000 compounds, 0.19% hits | AID 540275, 2011; in the data active = activation above about 80%; inconclusive = between about 30% and that limit; note: 0% is about no effect
Target sequence (Q8NER1 whole entry, looked up): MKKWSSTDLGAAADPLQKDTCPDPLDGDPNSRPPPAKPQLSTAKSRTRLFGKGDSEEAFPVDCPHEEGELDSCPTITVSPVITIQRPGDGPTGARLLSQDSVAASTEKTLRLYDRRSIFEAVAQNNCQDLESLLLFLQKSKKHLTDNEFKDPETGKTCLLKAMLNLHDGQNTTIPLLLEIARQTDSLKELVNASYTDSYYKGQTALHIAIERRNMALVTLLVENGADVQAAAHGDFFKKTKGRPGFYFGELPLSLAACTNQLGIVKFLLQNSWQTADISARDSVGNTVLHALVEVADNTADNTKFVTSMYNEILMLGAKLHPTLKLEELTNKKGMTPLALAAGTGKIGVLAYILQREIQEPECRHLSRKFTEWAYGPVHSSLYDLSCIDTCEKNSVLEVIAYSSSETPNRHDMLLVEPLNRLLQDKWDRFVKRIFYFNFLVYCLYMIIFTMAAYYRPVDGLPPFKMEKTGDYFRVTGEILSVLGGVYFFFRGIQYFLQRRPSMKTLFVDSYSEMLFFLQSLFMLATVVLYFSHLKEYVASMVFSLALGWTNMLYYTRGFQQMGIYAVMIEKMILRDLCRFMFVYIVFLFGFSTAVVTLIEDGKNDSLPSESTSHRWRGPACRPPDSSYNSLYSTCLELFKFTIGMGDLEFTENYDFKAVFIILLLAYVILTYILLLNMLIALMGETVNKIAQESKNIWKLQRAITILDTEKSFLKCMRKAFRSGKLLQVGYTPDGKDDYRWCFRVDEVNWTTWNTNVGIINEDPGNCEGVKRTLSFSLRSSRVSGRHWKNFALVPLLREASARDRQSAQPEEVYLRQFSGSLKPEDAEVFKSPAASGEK
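Fluo-8 calcium influx in TRPV1-expressing cells, kinetic read (ex 480/em 520 nm). Compound added and read 3 min for agonist activity, followed by capsaicin at EC20 final and 2 min further read for enhancement.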
USP2a inh = qHTS Assay for Inhibitors of Ubiquitin-specific Protease USP2a Using CHOP2 as the Reporter | AID 463254, 2010 | USP2 core, Ub-CHOP2 coupled fluorogenic reporter, 485/531 | Potency, µM (doses to about 38.3 µM), inactives show top-dose activity change, negative = inhibition, actives largely listed as inhibitors | Ubiquitin carboxyl-terminal hydrolase 2 (Homo sapiens), O75604 | 330,000 compounds, 0.01% hits;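 note: potency is the fitted concentration of half-maximal effect; plate controls were DMSO wells for no effect and full inhibition by NEM control for full effect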
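Cell-free coupled assay: 10nM USP2 core preincubated 30min RT with compound in Tris-HCl pH 8.0/CaCl2/CHAPS buffer, then 25nM Ub-CHOP2 and 25nM reporter substrate; fluorescence (Ex 485/Em 531) read after 60min RT, normalized to NEM inhibition, concentration-response curves fitted.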
PTAP TSG101 blk = qHTS Assay for Iinhibitors of HIV-1 Budding by Blocking the Interaction of PTAP/TSG101; Tumor susceptibility gene 101 protein (Homo sapiens), Q99816; 340,000 tested, under 10 active; Fluorescence polarization, FITC-PTAP peptide / Tsg101 binding; Potency, µM (highest dose often 115 µM), for the others: top-dose activity change, negative = inhibition, usual class: inhibitors; AID 493005, 2010; active = well fitted inhibition curve with a large enough effect in the main read-out, with a control signal flat, not every such curve was filed as active; inconclusive = small, poorly fitted or top-dose-only effect, or effect the other way, or a change in a side signal; inactive = no such curve, though single readings can be large or run the other way; note: potency is the fitted concentration of half-maximal effect; % of control where 0% means no effect
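Steps: Tsg101 binding domain dispensed (10 uM final), compounds pinned in DMSO, FITC-labeled PTAP-motif peptide added (50 nM final); after 20 min binding at room temperature, polarization measured.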
Integrin act MD = qHTS for Activators of Integrin-Mediated Alleviation for Muscular Dystrophy. alpha7betagal myoblasts, beta-gal FDG fluorescence, 48 h. Potency, µM (titrated, usually from 38.3 µM), inactives show at the highest dose activation, most hits filed as activators. 350,000 compounds, 0.064% hits. AID 624291, 2012;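 note: potency is the fitted concentration of half-maximal effect; 100% = response of the positive control SU9516; nearly all actives have a fitted effect of over 60% in size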
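alpha7betagal+/- myoblasts (passage 13, 250/well) treated 48 h at 37C with compounds at 1:260 dilution of DMSO stock. Lysed, then beta-galactosidase activity read as FDG fluorescence (ex 480/em 540) after 30 min, with pre-read for autofluorescence.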
uPA generation = qHTS for Inhibitors of Cell Surface uPA Generation; cell surface uPA generation assay, qHTS; 330,000 compounds, 0.31% hits; Potency, µM (highest dose often 38.3 µM), inactives show top-dose activity change, negative = inhibition, actives largely listed as inhibitors; active = well fitted inhibition curve with a large enough effect; inconclusive = small, poorly fitted or top-dose-only effect; inactive = no such curve, though single readings can be large or run the other way; tested in mouse RAW 264.7 cells; note: potency is the fitted concentration of half-maximal effect; % is set by controls: 0 for no effect and ±100 for the full control effect; nearly all actives have a fitted effect of over 55% in size
B2AR arrestin = qHTS assay of beta-arrestin-biased ligands of beta2-adrenergic receptor | beta-arrestin recruitment to beta2AR, cell-based reporter | Potency, µM (highest dose often 46.1 µM), inactives show top-dose activation, hits mostly activators | 330,000 compounds, 0.02% hits;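 note: potency is the fitted concentration of half-maximal effect; 0% = DMSO controls and full agonism = EC100 isoproterenol or metaproterenol; nearly all actives have a fitted effect of over 65% in size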
ASM inhibitor = Inhibitors of Secretory Acid Sphingomyelinase (S-ASM): qHTS. AID 504937, 2011. 340,000 compounds, 0.006% hits. Sphingomyelin phosphodiesterase (Homo sapiens), P17405. placental ASM, HMU-PC fluorogenic substrate, 60 min. Potency, µM (highest dose often 57.5 µM), for inactives: at the top dose activity change, negative = inhibition, usual class: inhibitors; note: potency is the fitted concentration of half-maximal effect
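HMU-PC0 cleavage (9 uM final) by human placental ASM, 60 min at 37 °C following 10 min compound exposure at RT; stopped at pH 10, fluorescence Ex 386/Em 447 nm.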
Eya2 phos inh = qHTS Assay for Inhibitors of the Phosphatase Activity of Eya2; 330,000 compounds, 0.006% hits; Protein phosphatase EYA2 (Homo sapiens), O00167; Potency, µM (series often up to 76.9 µM), inactives show top-dose activity, negative = inhibition, usual class: inhibitors; recombinant Eya2, OMFP fluorescence dephosphorylation (OMFP is methylfluorescein phosphate); AID 488837, 2010; note: potency is the fitted concentration of half-maximal effect; % is set by controls: 0 for no effect and ±100 for the full control effect
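Eya2 (0.2 uM) preincubated 10 min at ambient with compound, then OMFP substrate added at 50 uM; 10 min reaction in 50 mM HEPES pH 7.5, 50 mM NaCl, 5 uM MgCl2, 0.05% BSA, 1 mM DTT. Fluorescence read at Ex 485/Em 525 nm.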
BRCA1 expr act = qHTS Assay to Identify Small Molecule Activators of BRCA1 Expression; Potency, µM (top dose mostly 46.1 µM), for inactives: at the top dose activation, most hits filed as activators; AID 624202, 2012; MCF7-BRCA1-FFLuc reporter, luminescence, 48 h; response scale: scaled: vehicle 0%, 10 µM genistein 100%; 380,000 compounds, 1.1% hits; note: potency is the fitted concentration of half-maximal effect; nearly all actives have a fitted effect of over 80% in size; some results filed as inactive show a strong effect at the top dose
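Quantitative HTS in MCF7 cells stably reporting BRCA1 expression via firefly luciferase. Compound treatment lasts 48 h at 37 °C in phenol-red free MEM. Activation is expressed relative to genistein at 10 microM and DMSO.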
Starred values were filed as active, the others as inactive; [ ] = another dose, or the depositor's remark. Unless noted, calls come from the whole dose curve; as a rule, active = well fitted curve in the direction sought with a large enough effect; inconclusive = small, poorly fitted or top-dose-only effect, or another doubt; inactive = no such curve, though single readings can be large; an effect the other way counts as inactive or inconclusive.

`COc1ccc(C(=O)Nc2nc(-c3cccs3)c(NC(C)=O)s2)cc1` gave p53 reactivation -10.0%, ELG1 genotox 15.6%, TRPV1 agonist -3.5, USP2a inh -0.2%, PTAP TSG101 blk -5.8%, Integrin act MD -12.4%, uPA generation 4.1%, B2AR arrestin -0.5%, ASM inhibitor 10.4%, Eya2 phos inh -17.3% and BRCA1 expr act -11.5%.
`O=C(NCc1ccccc1)c1ccc(N2CCC3(CC2)CC(c2ccccc2)=NO3)c([N+](=O)[O-])c1` gave p53 reactivation 5.5%, ELG1 genotox -4.9%, TRPV1 agonist -3.8, USP2a inh -1.3%, PTAP TSG101 blk -5.2%, Integrin act MD -18.4%, uPA generation 7.1%, B2AR arrestin -0.2%, ASM inhibitor -7.9%, Eya2 phos inh -12.7% and BRCA1 expr act -17.9%.
For CC(NS(=O)(=O)c1cccc(Cl)c1)C(=O)N(C)C1CCN(C)CC1 (centres undefined) the results were p53 reactivation 0.2%, ELG1 genotox 1.5%, TRPV1 agonist 0.0, USP2a inh 1.6%, PTAP TSG101 blk 0.9%, Integrin act MD -5.5%, uPA generation 6.0%, B2AR arrestin -0.3%, ASM inhibitor 5.8%, Eya2 phos inh -1.9% and BRCA1 expr act -6.8%.
`CC1=C(C(=O)c2ccccc2)C(c2ccc(O)cc2)NC(=S)N1` (centres undefined) gave p53 reactivation -2.8%, ELG1 genotox 1.0%, TRPV1 agonist 3.7, USP2a inh -0.8%, PTAP TSG101 blk -1.1%, Integrin act MD -11.2%, uPA generation -5.3%, B2AR arrestin 4.4%, ASM inhibitor -0.2%, Eya2 phos inh -6.6% and BRCA1 expr act -20.2%.
C=CCOc1ccccc1CNCCNC(=O)c1nonc1N was read as p53 reactivation -5.0%, ELG1 genotox -4.6%, TRPV1 agonist 3.1, USP2a inh 1.4%, PTAP TSG101 blk -0.4%, Integrin act MD 9.6%, uPA generation -4.5%, B2AR arrestin -0.2%, ASM inhibitor -2.7%, Eya2 phos inh 1.1% and BRCA1 expr act -10.8%.
O=c1cc(-c2ccco2)nc(-c2cccs2)o1 was read as p53 reactivation -5.6%, ELG1 genotox 0.4%, TRPV1 agonist 1.1, USP2a inh 0.6%, PTAP TSG101 blk -4.9%, Integrin act MD -21.2%, uPA generation 0.1%, B2AR arrestin -0.4%, ASM inhibitor 1.4%, Eya2 phos inh -3.8% and BRCA1 expr act -2.7%.
`CN(C)c1ccnc(Nc2ccc(F)cc2)c1C#N` gave p53 reactivation 0.7%, ELG1 genotox 0.3%, TRPV1 agonist 1.8, USP2a inh -6.8%, PTAP TSG101 blk -1.3%, Integrin act MD 7.9%, uPA generation 4.5%, B2AR arrestin -0.6%, ASM inhibitor 3.1%, Eya2 phos inh 8.4% and BRCA1 expr act -14.8%.
For O=C(O)Cc1ccc(NC(=O)c2ccc(NC(=O)C3CC3)cc2)cc1 the results were p53 reactivation -9.7%, ELG1 genotox -0.4%, TRPV1 agonist -5.3, USP2a inh -0.2%, PTAP TSG101 blk 0.6%, Integrin act MD 21.5%, uPA generation 3.5%, B2AR arrestin 0.2%, ASM inhibitor -3.2%, Eya2 phos inh -8.4% and BRCA1 expr act -15.4%.
Screening Cc1cccn2cc(-c3cccc(S(=O)(=O)N4CCOCC4)c3)nc12 returned p53 reactivation -8.4%, ELG1 genotox -8.9%, TRPV1 agonist 6.4, USP2a inh -0.6%, PTAP TSG101 blk -6.0%, Integrin act MD -7.1%, uPA generation 1.1%, B2AR arrestin -0.7%, ASM inhibitor 2.1%, Eya2 phos inh -16.3% and BRCA1 expr act -19.1%.
For COc1ccccc1-c1cn(S(=O)(=O)c2ccc(C)cc2)nc1N the results were p53 reactivation -10.7%, ELG1 genotox -4.1%, TRPV1 agonist 1.2, USP2a inh 4.1%, PTAP TSG101 blk -4.9%, Integrin act MD 18.5%, uPA generation -14.9%, B2AR arrestin -0.2%, ASM inhibitor -3.0%, Eya2 phos inh -24.6% and BRCA1 expr act -39.2%.
O=C1CC(N(O)c2ccccc2)C(=O)N1Cc1ccccc1 (centres undefined) was read as p53 reactivation -1.4%, ELG1 genotox 1.0%, TRPV1 agonist 9.3, USP2a inh -1.0%, PTAP TSG101 blk -0.5%, Integrin act MD 29.7%, uPA generation -2.0%, B2AR arrestin -0.6%, ASM inhibitor -1.6%, Eya2 phos inh 15.8%[15.4 µM] and BRCA1 expr act -52.2%.
For CCc1ccc(CN2C(=O)c3ccccc3C2C(=O)NC(C)CC)cc1 (centres undefined) the results were p53 reactivation -4.3%, ELG1 genotox -6.9%, TRPV1 agonist -1.1, USP2a inh 1.9%, PTAP TSG101 blk -3.9%, Integrin act MD -3.4%, uPA generation -5.0%, B2AR arrestin 0.0%, ASM inhibitor -0.7%, Eya2 phos inh 1.3% and BRCA1 expr act -20.8%.
Screening CC[C@]12c3[nH]c4ccc(OC)cc4c3CCN1C(=O)C(CC(=O)NCCCn1ccnc1)C[C@@H]2C(=O)N1CCN(C(=O)c2ccco2)CC1 (some centres undefined) returned p53 reactivation -0.1%, ELG1 genotox 1.2%, USP2a inh 0.6%, PTAP TSG101 blk -3.0%, Integrin act MD -1.8%, uPA generation 12.5%, B2AR arrestin 0.0%, ASM inhibitor 2.7%, Eya2 phos inh 7.4% and BRCA1 expr act -1.7%.
Screening CCOc1ccc(OCc2nnc(SCC(=O)NC3CCS(=O)(=O)C3)n2-c2ccc(Cl)cc2)cc1 (centres undefined) returned p53 reactivation -5.0%, ELG1 genotox -3.4%, TRPV1 agonist 3.6, USP2a inh 0.2%, PTAP TSG101 blk -1.8%, Integrin act MD -1.3%, uPA generation -5.3%, B2AR arrestin -0.3%, ASM inhibitor -3.9%, Eya2 phos inh 2.2% and BRCA1 expr act -3.4%.
Screening Cc1ccc(C2=NN(C(=O)c3ccco3)C(O)(C(F)(F)F)C2)cc1 (centres undefined) returned p53 reactivation -1.7%, ELG1 genotox -1.7%, TRPV1 agonist 7.0, USP2a inh 1.1%, PTAP TSG101 blk -4.4%, Integrin act MD 9.7%, uPA generation -1.4%, B2AR arrestin 0.2%, ASM inhibitor 3.4%, Eya2 phos inh -4.3% and BRCA1 expr act 16.9%.
For Cc1ccc(-n2c(O)c(C=NCc3ccccn3)c3ccccc3c2=O)cc1C the results were p53 reactivation -13.3%, ELG1 genotox 6.7%, TRPV1 agonist 15.6, USP2a inh 1.5%, PTAP TSG101 blk -5.0%, Integrin act MD -15.9%, uPA generation inconclusive, B2AR arrestin -0.5%, ASM inhibitor -5.6%, Eya2 phos inh 1.7% and BRCA1 expr act -33.0%.
Screening NC(=O)N1OCC2COc3ccc4ccccc4c3C21 (centres undefined) returned p53 reactivation -1.1%, ELG1 genotox -6.7%, TRPV1 agonist 8.0, USP2a inh 1.7%, PTAP TSG101 blk -5.7%, Integrin act MD 27.2%, uPA generation 7.5%, B2AR arrestin 0.1%, ASM inhibitor 4.6%, Eya2 phos inh 26.0% and BRCA1 expr act 0.0%.
`Cc1cccc(OCC(=O)NC(Cc2ccccc2)C(=O)O)c1` (centres undefined) gave p53 reactivation 13.1%, ELG1 genotox -1.0%, TRPV1 agonist -3.8, USP2a inh 3.2%, PTAP TSG101 blk -0.6%, Integrin act MD 19.4%, uPA generation 3.4%, B2AR arrestin -0.5%, ASM inhibitor 2.8%, Eya2 phos inh -7.8% and BRCA1 expr act -9.7%.
Cc1nonc1C(=O)N1CCCC(N2CCN(c3ccc(F)cc3)CC2)C1 (centres undefined) was read as p53 reactivation -5.5%, ELG1 genotox -8.6%, TRPV1 agonist -3.0, USP2a inh 2.8%, Integrin act MD inconclusive, uPA generation 6.3%, B2AR arrestin 0.2%, ASM inhibitor 2.2%, Eya2 phos inh 10.8% and BRCA1 expr act -14.5%.

Bioassay records: PubChem BioAssay, National Center for Advancing Translational Sciences (NCATS)
